Statin myotox sup = suppression of simvastatin myotoxicity. rescue of ATP level, % at 7.49 µM. C2C12 myotubes + simvastatin, ATP luminescence, 48 h; scaled: DMSO 0, geranylgeraniol control 100. AID 602340. 0.78% of 330,000 active;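 active = mean ATP rescue above about 67%, or every replicate alone reaching that limit, limit read from the data, passing the limit was not always enough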;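 note: myotubes were challenged with 10 µM simvastatin during compound exposure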
esBAF inh = blocks esBAF chromatin remodeling in mouse ES cells; Bmi1-luciferase knock-in reporter, 24 h; 100% = twice the neutral-well signal; reporter increase, % at 12.5 µM; 2% of 350,000 active; AID 602393; in the data active = activation above about 40%;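 note: 0% = median of the plate's neutral control wells and 100% = double that signal; a rise in the Bmi1 reporter signal indicates esBAF inhibition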
SIRT5 block = inhibitors of human sirtuin-5 desuccinylase; Purified SirT5, succinyl-peptide AMC, trypsin-coupled fluorescence; inhibition, % at 15 µM; 1.1% of 330,000 active; AID 652115; in the data active = inhibition above about 15%
Target sequence (Q9NXA8 whole entry, looked up): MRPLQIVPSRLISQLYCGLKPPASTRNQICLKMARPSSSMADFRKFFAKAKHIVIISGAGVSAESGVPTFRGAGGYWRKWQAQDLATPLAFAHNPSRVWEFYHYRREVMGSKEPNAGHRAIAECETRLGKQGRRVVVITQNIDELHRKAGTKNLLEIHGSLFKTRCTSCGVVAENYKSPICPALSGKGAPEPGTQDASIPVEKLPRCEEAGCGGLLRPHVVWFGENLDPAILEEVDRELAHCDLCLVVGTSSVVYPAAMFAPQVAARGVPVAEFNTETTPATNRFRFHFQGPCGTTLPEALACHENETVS
CASP6 VEID inh = inhibitors of human caspase-6; AID 686996; P55212; purified caspase-6, Z-VEID-R110 cleavage fluorescence; 0.53% of 350,000 active; inhibition, % at 12.5 µM;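 active = mean inhibition across replicates at least about 35%, with every replicate also reaching that limit, limit read from the data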;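 note: 0% = median of neutral control wells and 100% = no fluorescence left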
Target sequence (P55212 24-179 limits assumed): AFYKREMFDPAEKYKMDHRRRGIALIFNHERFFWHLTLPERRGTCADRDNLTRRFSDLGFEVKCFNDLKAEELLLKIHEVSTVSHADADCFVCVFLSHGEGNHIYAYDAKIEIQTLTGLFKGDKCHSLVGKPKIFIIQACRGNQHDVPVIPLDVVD
Target sequence (P55212 194-293 limits assumed): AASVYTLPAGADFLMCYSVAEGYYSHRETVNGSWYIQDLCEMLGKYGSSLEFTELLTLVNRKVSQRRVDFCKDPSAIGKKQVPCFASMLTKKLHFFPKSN
FN deposition inh = fibronectin deposition inhibition; AH1F fibroblasts, Alexa488-fibronectin deposition fluorescence, overnight; inhibition, % at 12.6 µM; 0.086% of 350,000 active; AID 743247;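 active = mean inhibition across replicates of 30% or more, regardless of how many single replicates reach that level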;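 note: positive control wells lacked labelled fibronectin entirely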
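Schedule: 1 h cell adhesion before compound, then overnight fibronectin incubation; test system: AH1F fibroblast monolayer depositing Alexa488-labelled fibronectin into matrix; quantity: 10000 AH1F cells per well; probe or stimulus: fluorescent fibronectin at 24 nM final; signal: fluorescence, ex 485 nm, em 525 nm; evaluation: percent inhibition as loss of matrix-bound fibronectin fluorescence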
LGR2 inh = inhibitors of bursicon-induced Drosophila LGR2 receptor cAMP signaling | 0.35% of 380,000 active | AID 720647 | inhibition, % at 9.99 µM | HEK293 LGR2, CRE-luciferase, bursicon-stimulated, 4 h;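 active = drop in luminescence signal, shown as inhibition above about 50% in the replicate tests, limit read from the data, passing the limit was not always enough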;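 note: agonist challenge used bursicon conditioned medium at about half maximal strength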
S100A4 inh HTS = inhibitors of human S100A4 binding to myosin IIA peptide. S100A4/TAMRA-MyoIIA peptide fluorescence polarization. 0.14% of 360,000 active. P26447. inhibition, % at 10.7 µM;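 active = mean inhibition of at least 70% across replicates, with every replicate also reaching that level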
Target sequence (P26447 whole entry, looked up): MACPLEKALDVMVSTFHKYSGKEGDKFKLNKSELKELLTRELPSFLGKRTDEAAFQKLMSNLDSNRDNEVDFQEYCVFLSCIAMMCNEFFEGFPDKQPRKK
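Material: human S100A4 monomer with TAMRA-labelled myosin IIA peptide; buffer or medium: HEPES pH 7.2 with CaCl2, KCl, NaCl, DTT, Triton; compound dosing: one concentration per compound; schedule: 5 min incubation before reading; benchmarks: neutral control DMSO, positive control TFP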
The depositor's hits bear a star; / = not tested or not shown; & = joins results of further samples. The list is partial; count on the stated rates, not on these rows.

The line under a structure holds: SIRT5 block	Statin myotox sup	FN deposition inh	esBAF inh	S100A4 inh HTS	CASP6 VEID inh	LGR2 inh
COc1ccc(-c2cn(CCO)c(CCN)n2)cc1
→ /	-1	-4	1	-3	-3	12
Cc1ccc(NC(=O)N2CCCC2c2cccs2)cc1 (stereo not given)
→ -2	/	3	/	3	-4	22
CCN1C(=O)/C(=c2\sc3nc(=O)c(Cc4ccccc4)nn3c2=O)c2ccccc21
→ -3	/	9	/	1	-2	-7
C[C@H](CO)N1C[C@H](C)[C@@H](CN(C)C)Oc2ncc(-c3ccccc3)cc2C1=O
→ -4	8	-13	1	6	-3	-4
C[C@@H]1CN([C@@H](C)CO)C(=O)c2cc(-c3ccccc3F)cnc2O[C@@H]1CN(C)Cc1ccccc1F
→ -1	3	-32	4	-63	-2	3
O=C1CNC(=S)N1CCc1ccccc1Cl
→ -3	/	-1	/	-1	-2	/
CN(c1ccc(C(=O)Nc2ccc(F)cc2F)cc1)S(=O)(=O)c1ccccc1
→ -2	-3	/	-1	-4	1	6
C[C@@]12CCC3[C@@](CCC4[C@@]3(C)CCC[C@@]4(C)C(=O)N3CCCCC3)(CC1=O)C2 (stereo not given in full)
→ /	-14	6	-10	0	2	-39
COc1ccccc1CN(C)C(=O)c1cc(-c2cc(OC)c(OC)c(OC)c2)nc2ccccc12
→ -2	-163	2	-9	-8	6	15
O=C(c1ccc(S(=O)(=O)N2CCCCC2)cc1)N1CCCc2ccccc21
→ /	-13	-5	-2	/	/	/
CCOc1ccc(C(=O)NCCc2ccccc2)cc1
→ -3	-6	/	-47	5	-5	78*
CC(/C=C/c1ccccc1)=N\Nc1nc(-c2ccccc2)cs1
→ -1	-60	/	-4	0	-1	-15
CCOC(=O)c1ccc(CC(=O)c2oc3cc(O)ccc3c2C)o1
→ -1	-3	/	7	-16	5	-2
O=C(O)c1ccccc1-c1nc(-c2ccccc2)c(-c2ccccc2)[nH]1
→ 0	/	1	/	1	1	4
CCN(CC(=O)Nc1c(F)cccc1F)C(=O)/C=C/c1ccc(S(=O)(=O)N2CCCCCC2)cc1
→ 3	/	11	/	9	2	19
COc1ccc(CNC(=O)C2CCN(S(=O)(=O)c3cccc4cccnc34)CC2)cc1
→ /	-2	-3	-7	0	3	-3
COc1ccc(S(=O)(=O)NCC(=O)O)cc1C(=O)NC1CCCCC1
→ /	-14	2	-11	/	/	6
O=C(NCc1ccccc1Cl)NC(=O)c1ccccc1
→ -6	/	-6	11	-5	0	-5
CS(=O)(=O)c1ccc(-c2sc3ccccc3c2C(=O)N2CCN(c3ccc(F)cc3)CC2)cc1
→ /	3	2	34	3	0	-45
CCN1C(=O)c2ccccc2Sc2ccc(C(=O)NCCCN3CCOCC3)cc21
→ 0	/	5	/	0	-6	11
O=C(NCCc1ccccn1)C(F)(F)C(F)(F)C(F)(F)C(F)(F)C(F)(F)C(F)F
→ /	-2	/	4	/	/	22
O=C(NCC1CCCO1)C1CCN(C2CCN(CCCC3CCCC3)CC2)CC1 (stereo not given)
→ -4	/	/	/	-18	-20	10
COC(=O)c1c(-c2ccc(OC)cc2)c2c(c3c4cc(F)ccc4n(S(=O)(=O)c4ccc(C)cc4)c13)C(=O)N(C)C2
→ /	/	1	/	-9	0	-10
NS(=O)(=O)Oc1ccccc1
→ 0	-1	7	-1	-10	-3	4
COc1cc(NC(=O)Cn2c(=O)n(CC3CCCO3)c(=O)c3ccccc32)cc(OC)c1 (stereo not given)
→ /	0	1	-11	1	6	9
CCOC(=O)c1c(C)[nH]c(C(=O)COC(=O)/C=C/c2ccc(OCC#N)c(OC)c2)c1C
→ 4	1	4	4	0	1	11
Cc1ccc(N2CC(C(=O)Nc3c(C)n(C)n(-c4ccccc4)c3=O)CC2=O)cc1 (stereo not given)
→ 0	/	-8	/	1	-9	7
COc1ccc(S(=O)(=O)Nc2ccc3c(c2)C(=O)N([C@@H](C)CO)C[C@@H](C)[C@H](CN(C)S(=O)(=O)c2ccc(Cl)cc2)O3)cc1
→ /	0	/	-1	/	/	-12
CCN(C(=O)C(=O)c1c[nH]c2ccccc12)c1ccccc1
→ 0	2	-1	-6	-3	1	9
Clc1ccccc1-c1ccc2ncnc(NCc3ccc4c(c3)OCO4)c2c1
→ -3	2	2	-1	13	1	8
CC(=O)c1cccc(NC(=O)C2=CC(c3cccs3)=NS(=O)(=O)N2C)c1
→ 1	-1	-3	5	20	-3	-7
Cc1ccc(S(=O)(=O)N(C)C[C@@H]2Oc3ccc(NC(=O)Nc4ccc(C(F)(F)F)cc4)cc3C(=O)N([C@@H](C)CO)C[C@@H]2C)cc1
→ 4	-79	/	-3	3	1	1
O=C(OCc1ccc([N+](=O)[O-])cc1)c1cc(=O)c2ccccc2o1
→ -3	-40	3	28	-2	2	9
CCCCCOc1ccc(Br)cc1/C(C)=N/NC1=NCCN1
→ /	-67	-1	-22	/	/	/
COc1cccc(CN2[C@H](CO)[C@H](c3ccccc3)C23CN(C(=O)C2CCCC2)C3)c1
→ 2	/	10	/	3	0	5
CSCC[C@H](CO)NC(=O)[C@H]1O[C@@H](n2cnc3c(N)ncnc32)[C@H](O)[C@@H]1O
→ -4	9	-3	-7	0	-1	0
CCS(=O)(=O)N1CC(=O)N2[C@H](CO)[C@@H](c3ccc(-c4ccccc4)cc3)[C@H]2C1
→ -2	/	/	/	-6	-1	4
Cc1ccc(C)c(N(CC(=O)NC2CCCCC2)C(=O)CNC(=O)c2ccco2)c1
→ 0	-26	-11	-3	5	0	3
CO[C@@H]1CC[C@H]2CCN(C)C(=O)[C@H](C)N(C)C(=O)c3cccc(C#N)c3OC[C@@H]1O2
→ -2	-5	-2	0	-2	-2	3
Cc1ccc(NC(=O)c2cc(N3CCOCC3)nc3ccccc23)cc1
→ /	0	/	-5	/	/	9
CC(C)NC(=O)Nc1ccc2c(c1)CC(=O)N([C@@H](C)CO)C[C@H](C)[C@H](CN(C)Cc1ccc(Cl)c(Cl)c1)O2
→ 8	-6	/	2	2	-2	-9
C[C@@H]1CN([C@H](C)CO)C(=O)c2cc(C#CC3CCCCC3)cnc2O[C@@H]1CN(C)C(=O)Nc1ccccc1
→ 4	5	0	7	-1	/	-10
Cc1ccc(S(=O)(=O)Nc2ccc3c(c2)C(=O)N([C@@H](C)CO)C[C@@H](C)[C@@H](CN(C)C(=O)NC2CCCCC2)OCCCC[C@H](C)O3)cc1
→ 4&-2	-3	-6	4&-9	-4&-8	4&-1	5
C[C@H](CO)N1C[C@H](C)[C@H](CN(C)C(=O)Nc2cccc3ccccc23)Oc2c(NS(C)(=O)=O)cccc2C1=O
→ 7	0	/	-3	1	8	-9
COC(=O)CN1C(=O)C(C)(C)Oc2ccc(C(=O)NC3CC3)cc21
→ /	2	1	-4	/	/	/
COC(=O)[C@]12C[C@H](CC(=O)NCc3cccc4ccccc34)C(=O)N(Cc3ccc4c(c3)OCO4)C1=C[C@H](C(C)(C)C)O[C@@H]2C
→ /	/	0	/	5	1	20
CN(C(=O)Cn1c(=O)oc2cc(S(=O)(=O)N3CCCC3)ccc21)C1CCCCC1
→ -5	-30	-3	5	-3	-2	3
COc1cccc(S(=O)(=O)NCc2ccc(C(=O)N3CCN(C)CC3)cc2)c1
→ -1	/	0	/	-2	0	7
C[C@H](NC(=O)c1nc[nH]c1C(=O)NCCCCCNC(=O)OC(C)(C)C)C(=O)OC(C)(C)C
→ 10	5	-6	17	4	0	19
CC(=O)NCCC(=O)Nc1ncc(S(=O)(=O)c2ccc([N+](=O)[O-])cc2)s1
→ 0	/	1	/	-3	1	9

A run of entries from the list above, as a working copy:
The line under a structure holds: SIRT5 block	Statin myotox sup	FN deposition inh	esBAF inh	S100A4 inh HTS	CASP6 VEID inh	LGR2 inh
Cc1ccc(C)c(N(CC(=O)NC2CCCCC2)C(=O)CNC(=O)c2ccco2)c1
→ 0	-26	-11	-3	5	0	3
CO[C@@H]1CC[C@H]2CCN(C)C(=O)[C@H](C)N(C)C(=O)c3cccc(C#N)c3OC[C@@H]1O2
→ -2	-5	-2	0	-2	-2	3
Cc1ccc(NC(=O)c2cc(N3CCOCC3)nc3ccccc23)cc1
→ /	0	/	-5	/	/	9
CC(C)NC(=O)Nc1ccc2c(c1)CC(=O)N([C@@H](C)CO)C[C@H](C)[C@H](CN(C)Cc1ccc(Cl)c(Cl)c1)O2
→ 8	-6	/	2	2	-2	-9
C[C@@H]1CN([C@H](C)CO)C(=O)c2cc(C#CC3CCCCC3)cnc2O[C@@H]1CN(C)C(=O)Nc1ccccc1
→ 4	5	0	7	-1	/	-10
Cc1ccc(S(=O)(=O)Nc2ccc3c(c2)C(=O)N([C@@H](C)CO)C[C@@H](C)[C@@H](CN(C)C(=O)NC2CCCCC2)OCCCC[C@H](C)O3)cc1
→ 4&-2	-3	-6	4&-9	-4&-8	4&-1	5
C[C@H](CO)N1C[C@H](C)[C@H](CN(C)C(=O)Nc2cccc3ccccc23)Oc2c(NS(C)(=O)=O)cccc2C1=O
→ 7	0	/	-3	1	8	-9
COC(=O)CN1C(=O)C(C)(C)Oc2ccc(C(=O)NC3CC3)cc21
→ /	2	1	-4	/	/	/
COC(=O)[C@]12C[C@H](CC(=O)NCc3cccc4ccccc34)C(=O)N(Cc3ccc4c(c3)OCO4)C1=C[C@H](C(C)(C)C)O[C@@H]2C
→ /	/	0	/	5	1	20
CN(C(=O)Cn1c(=O)oc2cc(S(=O)(=O)N3CCCC3)ccc21)C1CCCCC1
→ -5	-30	-3	5	-3	-2	3

(further entries)
The line under a structure holds: SIRT5 block	Statin myotox sup	FN deposition inh	esBAF inh	S100A4 inh HTS	CASP6 VEID inh	LGR2 inh
O=C1C=C(Nc2ccc(Cl)cc2Cl)CC(c2ccco2)C1 (stereo not given)
→ 4	-27	3	-2	-5	3	10
O=C(NNC(=S)Nc1ccc(F)c(Cl)c1)C1CC1
→ -4	/	1	/	-5	-2	-11
COc1ccc(C(=O)NC2CCCCC2)cc1OC1CCN(C(C)C)CC1
→ 1	-2	-8	7	-1	1	5
C[C@H]1CCCCO[C@H](CN(C)Cc2ccc3c(c2)OCO3)[C@@H](C)CN([C@@H](C)CO)C(=O)c2cc(NS(=O)(=O)c3ccccc3)ccc2O1
→ 6	/	-4	1	3	3	-20
Cc1ccc(-n2cc(CN3CCNC(=O)CC3)c(-c3cccc(C)c3)n2)cc1
→ 4	0	/	9	-6	1	-8
Cc1noc(C)c1S(=O)(=O)N(C)C[C@H]1OCCCC[C@@H](C)Oc2ccc(NS(=O)(=O)c3cn(C)cn3)cc2C(=O)N([C@@H](C)CO)C[C@H]1C
→ -1	/	0	-2	0	-3	-3
COC(=O)[C@H](CC(C)C)NCc1cccc(CN[C@@H](CC(C)C)C(=O)OC)c1
→ 1	1	-3	1	-1	-1	10
Cc1ccccc1C(=O)Oc1ccc(Sc2ccc(O)cc2)cc1
→ /	/	5	11	13	/	/
Cc1noc(C)c1NC(=O)N(C)C[C@H]1Oc2c(NC(=O)c3nc4ccccc4s3)cccc2C(=O)N([C@@H](C)CO)C[C@H]1C
→ -1	5	15	-4	-8	2	-34
O=C1C(C23CC4CC(CC(C4)C2)C3)C(=O)N(c2ccccc2)N1c1ccccc1
→ -2	27	/	1	-1	2	15
Cc1ccc(S(=O)(=O)N2CC(O)C[C@H]2C(=O)OCC(=O)N2CCN(c3ccc(F)cc3)CC2)cc1C (stereo not given in full)
→ 1	-42	-5	15	0	2	1
O=C(Nc1nc2nccc(-c3ccccc3)n2n1)c1ccccc1
→ -2	/	-4	/	0	-1	-23
COc1ccccc1NS(=O)(=O)c1cc(NC(=O)CCC2CCCC2)ccc1N1CCOCC1
→ -3	6	-9	-1	1	-3	17

High-throughput results: PubChem BioAssay, Broad Institute
